Bioassay records (PubChem BioAssay)
mcGAS inh = cyclic GMP-AMP synthase inhibitors, mouse, primary biochemical chemiluminescence. Q8C6L5. recombinant cGAS, Kinase-Glo ATP depletion luminescence. inhibition, % at 12.5 µM. 160,000 tested, 0.15% active. AID 1259399, 2018;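 note: 0% = negative control wells and 100% = reference inhibitor with no enzyme activity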
hcGAS lum = Primary biochemical luminescence assay for human cyclic GMP-AMP synthase inhibitors; AID 1259398, 2018; 290,000 tested, 0.081% active; recombinant h-cGAS, ATP depletion, Kinase-Glo luminescence; inhibition, % at 12.5 µM;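 note: 0% = vehicle reaction and 100% = reaction without DNA for no activity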
Target sequence (Q8N884 whole entry, looked up): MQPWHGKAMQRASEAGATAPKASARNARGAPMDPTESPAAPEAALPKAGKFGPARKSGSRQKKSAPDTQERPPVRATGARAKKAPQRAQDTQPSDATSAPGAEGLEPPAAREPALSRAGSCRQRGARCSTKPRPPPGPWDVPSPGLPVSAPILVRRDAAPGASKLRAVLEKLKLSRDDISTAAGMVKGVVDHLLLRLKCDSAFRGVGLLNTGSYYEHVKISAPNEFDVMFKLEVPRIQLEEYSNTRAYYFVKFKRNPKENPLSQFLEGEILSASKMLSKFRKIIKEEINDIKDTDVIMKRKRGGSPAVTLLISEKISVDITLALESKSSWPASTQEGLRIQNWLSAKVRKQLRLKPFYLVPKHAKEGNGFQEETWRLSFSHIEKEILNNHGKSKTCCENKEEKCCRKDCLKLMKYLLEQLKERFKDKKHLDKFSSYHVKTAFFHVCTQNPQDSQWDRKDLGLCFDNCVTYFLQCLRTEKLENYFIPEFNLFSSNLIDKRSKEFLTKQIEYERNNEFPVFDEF
NPYLR7 agonist = agonists of mosquito NPYLR7 receptor, primary screen, cell-based, Aedes aegypti, calcium fluorescence, mosquito biting behavior; Aedes aegypti neuropeptide Y-like receptor 7 (NPYLR7); HEK293T NPYLR7/Galpha15, GCaMP6s calcium fluorescence; activation, % at 10 µM; 270,000 tested, 0.15% active; in the data active = activation above about 40%;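 note: 0% = vehicle and 100% = reference agonist at the receptor; some compounds past the cut are filed as inactive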
Numbers without * were called inactive; . = not tested or not shown. Cut-off read from the data, not from the text of the source, unless noted: active = inhibition above about 40%; inactive = the rest.

Screens in order – NPYLR7 agonist | mcGAS inh | hcGAS lum
- CCCNC(=O)C1(C)CCCN(CC(=O)c2cc(OC)ccc2OC)C1 (stereo not given)
  -1 | . | -3
- CCOC(=O)c1nn(-c2ccc(C(F)(F)F)cc2)c(=O)c2c(NC(=O)C(CC)CC)scc12
  17 | -7 | -6
- COC(=O)C1=C(C)N(Cc2ccccc2)C(=O)NC1c1ccccc1[N+](=O)[O-] (stereo not given)
  0 | -2 | -5
- O=C(Nc1ccc(Oc2cccnc2)cc1)C1CCN(CC2CCCCC2)CC1
  -1 | . | 0
- CCn1ccc(C(=O)Nc2nnc(-c3ccno3)o2)n1
  -1 | . | 10
- CCc1nc2ccc(C(=O)NCCc3ccccn3)cn2c1N(CC)C(C)=O
  -7 | 5 | -2
- CCn1c(SCC(=O)NCc2ccc(C)cc2)nc2c([nH]c3ccccc32)c1=O
  2 | -7 | 0
- CCOC(=O)C1(Cc2ccc(F)cc2F)CCCN(C(=O)Cc2nonc2C)C1 (stereo not given)
  1 | . | -6
- Cc1c(CN2CCC(n3nccc3NC(=O)c3ccccc3Cl)CC2)[nH]c2ccccc12
  7 | -6 | -2
- CN1C(=O)CN(CC(F)F)c2ccccc21
  17 | . | -5
- c1cc(-c2noc(-c3ccc4c(c3)OCO4)n2)ccn1
  -1 | . | -8
- CC[N+]1(C)[C@@H]2CC[C@H]1CC(OC(=O)[C@H]1CCC(C(=O)OC3C[C@H]4CC[C@@H](C3)[N+]4(C)CC)(c3ccccc3)c3ccccc31)C2 (stereo not given in full)
  -8 | -4 | -9
- O=C(CNC(=O)CNC(=O)c1ccco1)NCc1ccc(Cl)cc1
  19 | . | -12
- C=CCN(C1CCCC1)S(=O)(=O)C1CON(C)C1c1ccc(OC)cc1 (stereo not given)
  3 | . | -4
- CC(=O)Oc1c(-c2ccc(NC(=O)c3ccc(Cl)cc3)cc2)c(CC(C)C)nn1-c1ccc(C)cc1
  4 | -4 | -7
- O=C(c1nc(N2CCCC2)nc2c1CCCC2)N1C[C@@H]2[C@H](C1)[C@H]1CC[C@@H]2O1
  . | -8 | -13
- CCOC(=O)N1CCN(Cc2nc(-c3ccc(C)o3)oc2C)CC1
  5 | . | -2
- CC(c1ccncc1)N(C)S(C)(=O)=O (stereo not given)
  13 | . | -12
- CC1CCCN(c2nc3c(c(=O)n(C)c(=O)n3C)n2CCSc2nc3ccccc3s2)C1 (stereo not given)
  -8 | . | 2
- CCOc1ccccc1Nc1nc2ccccc2n1C(C)C
  -3 | -7 | -7
- COC(=O)c1cccc(C(=O)N(C)CC2CCN(CCc3ccc(F)cc3)CC2)c1
  12 | . | -7
- O=C(COc1cccc(Br)c1)Nc1cccc(I)c1
  -2 | -5 | -1
- CC1SCCN1S(=O)(=O)c1ccc(I)cc1 (stereo not given)
  5 | . | -5
- O=C(C1CCCO1)N1CCN(c2ccc(-c3ccc4c(c3)OCO4)nn2)CC1 (stereo not given)
  . | -10 | -9
- CC(C)C1=CC2=CCC3[C@](C)(CCC[C@]3(C)C(=O)O)C2CC1 (stereo not given in full)
  -7 | . | -4
- CC(NC1CCC2(CCNCC2)CC1)c1cn2ccsc2n1 (stereo not given)
  -5 | -16 | -4
- O=C(N[C@@H]1C[C@H](Cc2ccccc2)O[C@H](c2cccnc2)C1)c1ccccc1
  -2 | -12 | 1
- C=CCN(C)C(=O)c1cc(-c2cc(C)sc2C)nn1CCC
  . | -1 | 1
- Cc1nc2ccc(I)cn2c1C=NNC1CCS(=O)(=O)C1 (stereo not given)
  3 | -5 | -5
- CC(Cl)C(=O)N1CCN(c2nc3nccc(-c4cccc(C(F)(F)F)c4)n3n2)CC1 (stereo not given)
  0 | -11 | -7

Quoted at random: 7 compounds from above
Screens in order – NPYLR7 agonist | mcGAS inh | hcGAS lum
- O=C(COc1cccc(Br)c1)Nc1cccc(I)c1
  -2 | -5 | -1
- CC1CCCN(c2nc3c(c(=O)n(C)c(=O)n3C)n2CCSc2nc3ccccc3s2)C1 (stereo not given)
  -8 | . | 2
- Cc1nc2ccc(I)cn2c1C=NNC1CCS(=O)(=O)C1 (stereo not given)
  3 | -5 | -5
- C=CCN(C)C(=O)c1cc(-c2cc(C)sc2C)nn1CCC
  . | -1 | 1
- O=C(c1nc(N2CCCC2)nc2c1CCCC2)N1C[C@@H]2[C@H](C1)[C@H]1CC[C@@H]2O1
  . | -8 | -13
- CC(c1ccncc1)N(C)S(C)(=O)=O (stereo not given)
  13 | . | -12
- CC(NC1CCC2(CCNCC2)CC1)c1cn2ccsc2n1 (stereo not given)
  -5 | -16 | -4

New compounds follow.
Screens in order – NPYLR7 agonist | mcGAS inh | hcGAS lum
- CCC1(c2ccc(F)cc2)NC(=O)N(CCOc2ccccc2F)C1=O (stereo not given)
  8 | . | -12
- CC(C)COc1ccc(NC(=O)c2ccnnc2)cc1Cl
  -27 | . | 5
- C#CCOC(=O)CCCN1C(=O)c2cccc3cccc(c23)C1=O
  -1 | -4 | -2
- CC(OCC1CC1)C(=O)NS(=O)(=O)/C=C/c1ccccc1 (stereo not given)
  8 | . | -10
- O=C(c1cc(NC2CCCCCC2)nc2ccccc12)N1CCOCC1
  0 | . | -7
- O=c1[nH]c(=S)[nH]c(O)c1C=NCC1CCCCC1
  5 | -9 | -5
- Cn1cc(C(=O)Nc2ccc(Oc3cccc(C#N)c3)cc2)ccc1=O
  0 | . | -9
- CCN(CCN1C(=O)C(C)SC1c1cccc(C)c1)C(=O)c1cccc(F)c1 (stereo not given)
  -5 | 1 | 4
- Cc1ccc(-c2csc(C3CC(=O)N(C4CC(C)(C)NC(C)(C)C4)C3=N)n2)cc1 (stereo not given)
  1 | . | 17
- CCOc1ccccc1N1CCN(C(=O)c2cc(-c3ccc(C)o3)nn2-c2ccc(F)cc2)CC1
  10 | -3 | -8
- COCCCn1c(SCC#N)nc2cc(Cl)ccc2c1=O
  5 | -7 | -4
- CCOCCn1c(N/N=C\c2ccc(OCC)cc2)nc2c1c(=O)n(C)c(=O)n2C
  5 | . | -9
- Cc1ccsc1CN(C)c1ccc(-c2nccn2C)nn1
  -6 | 0 | -2
- CC(=O)CN1CCn2c3c(c4cc(C)ccc42)CCCC31 (stereo not given)
  1 | . | -6
- CC(C)CN(CCC(=O)NCc1cccc(C(F)(F)F)c1)c1nc(-c2cccs2)nc2ccccc12
  -4 | -3 | -1
- OCc1nnc2n1N=C(c1ccc(Cl)cc1)CS2
  2 | . | 1
- COc1ccc(OC)c(S(=O)(=O)Nc2ccc(-c3ccc(N4CCCCC4)nn3)cc2)c1
  1 | -8 | -6
- O=C(CSc1nnnn1C1CC1)N1CCC2CCCCC2C1 (stereo not given)
  16 | . | -2
- Cc1ccc(S(=O)(=O)N(CCN2CCOCC2)Cc2csc(COc3cc(C)cc(C)c3C)n2)cc1
  . | -5 | -4
- CC(=O)c1[nH]c(C)c(C(=O)N2CCCCC2CCc2ccccn2)c1C (stereo not given)
  12 | . | -6
- Brc1ccc(Oc2ccc(CNC3CC3)cc2)cc1
  0 | . | -1
- CCSCCNc1nccc(-c2cn(C)nc2C)n1
  1 | . | -5
- CC(=O)N1CCOC(CNC(=O)COc2cccnc2)C1 (stereo not given)
  4 | . | -6
- COc1ccc(CCNC(=O)c2cccnc2N2CCN(C(=O)c3ccc(N(C)C)cc3)CC2)cc1OC
  22 | -5 | -4
- COc1cc(OC)c(C2SCCN2S(=O)(=O)c2ccc3ccccc3c2)cc1OC (stereo not given)
  -7 | . | 1
- CC(C(=O)Nc1ccc(Br)cc1F)N1CCOCC1 (stereo not given)
  1 | . | -3
- COc1ccc(OC)c2nc(N(C)C)c(CN(CCCN3CCCC3=O)C(=O)c3cncs3)cc12
  27 | -9 | -5
- Fc1cccc(F)c1-c1nc(CSc2ccccc2Cl)cs1
  20 | -3 | -4
- CC(C)CN(Cc1nccn1Cc1ccccc1F)C(=O)c1ccccc1F
  5 | -5 | -6
- CN(CC(=O)OC1CCCCCCC1)S(=O)(=O)c1cccnc1
  4 | . | -8
- COC(=O)C1CN(CCS(=O)c2ccccc2)CCO1 (stereo not given)
  -3 | . | -6
- CCN1CCCC(CN2CCN(c3ccnc4nncn34)CC2)C1 (stereo not given)
  . | -4 | -9
- CCOC(=O)C1CCCN(C(=O)c2cc(-c3ccccc3OC)nc3cc(-c4ccccc4)nn23)C1 (stereo not given)
  13 | -6 | -3
- CC(C)=CCN1CCC2(CCC(CNC(=O)Cc3nonc3C)O2)CC1 (stereo not given)
  . | -3 | 0
- CSc1nnc(C)c2cnn(-c3ccc(F)cc3)c12
  -12 | -13 | -6
- C=c1nc(C)sc1=C1NN=C(SCC2CCCCO2)O1 (stereo not given)
  4 | . | -5
- Cn1c(=O)[nH]c(=O)c2c1nc(NCc1ccccc1)n2Cc1ccccc1Cl
  . | -1 | 2
- Cc1ccc(OCC(=O)N=Nc2c(O)[nH]c3c(Br)cc(C)cc23)c(Br)c1
  2 | -4 | -7
- C=C(C)COc1cccc(C(=O)N2CCCN(C(=O)C3CCCO3)CC2)c1 (stereo not given)
  -1 | . | -6
- CCOCCn1cc(C2CCN(C(=O)C(OC(C)=O)c3ccccc3)CC2)c2ccccc21 (stereo not given)
  5 | -6 | -7
- CN(C)CCCN(CCCN(C)C)Cc1cc(Br)cs1
  -2 | -4 | 1
- O=C(CCn1c(=O)oc2cc(Cl)ccc21)N1CCN(c2ccccc2Cl)CC1
  -8 | . | -4
- CCn1c(C2CCN(Cc3cn(C)nc3-c3ccccc3)CC2)n[nH]c1=O
  3 | -16 | -7
- O=C(NNc1ccccc1)C(O)C(O)C(=O)NNc1ccccc1 (stereo not given)
  10 | . | 1
- CCn1c(SCC(=O)NCc2ccco2)nnc1-c1ccncc1
  0 | -7 | -5
- Cc1cccc(N2C(=O)C(c3c(C(C)C)[nH]n(-c4ccc(Cl)cc4)c3=O)=C(N3CCC(C)CC3)C2=O)c1
  -3 | -6 | -7
- COC(=O)c1ccc(C2Nc3c([N+](=O)[O-])cc(C)c(C)c3C3C=CCC32)cc1 (stereo not given)
  -3 | -1 | 4
- COc1ccc(CN(C(=O)c2ccc(Cl)c(Cl)c2)C(C)C)cc1OS(C)(=O)=O
  -12 | 0 | -5
- Cc1cc2nnc(SCC(=O)C(C)(C)C)n2c(C)n1
  -2 | . | -4
- CCc1nc2ccc(C(=O)Nc3cccc(NS(C)(=O)=O)c3)cn2c1N(C)C(=O)c1cccc(OC)c1
  9 | 0 | -1
- CCn1c(C(=O)NC2CC2)cc2sc(Cl)cc21
  11 | 1 | 3
- O=C(Oc1ccc2[nH]cc(CCN3C(=O)c4ccccc4C3=O)c2c1)c1ccco1
  10 | -6 | -4
- O=C(Nc1nnc(SCc2cccc(OC(F)(F)F)c2)s1)c1ccccc1Cl
  4 | 1 | 0
- CC(C)CCNC(=O)C1CC(=O)N(C2CCCC2)C1 (stereo not given)
  6 | . | 4
- CCNC(=O)N1CC(C)(C)SC12C(=O)N(CC)c1ccccc12 (stereo not given)
  10 | -7 | -7
- CCOC(=O)C(C#N)=NNc1sc(C(=O)OCC)c(C)c1C(=O)OCC
  7 | -6 | -8
- COc1ccccc1CC(=O)N1CCC(C(Cc2ccccc2)N(C)C(=O)c2ccccn2)CC1 (stereo not given)
  11 | -12 | -7
- CC(=O)N1CC[C@H]2CN(CCCO)C[C@@]2(c2nc(C)no2)C1
  . | -6 | -23
- CC(=O)C(C)OC(=O)C1CCN(c2nc3ccccc3o2)CC1 (stereo not given)
  11 | . | -7
- Cc1cccc(NC(=O)CN2CCN(C(=O)NC3CCN(C(=O)C(C)C)CC3)CC2)c1C
  -3 | -1 | 5

The list continues:
Screens in order – NPYLR7 agonist | mcGAS inh | hcGAS lum
- Cc1cc([N+](=O)[O-])nn1CC(=O)Nc1cnc2ccccc2c1
  -3 | . | -1
- CCc1ccc(S(=O)(=O)NCCc2csc(-c3cccc(F)c3)n2)s1
  7 | 1 | 1
- COc1ccc2nc(-c3ccc(C)c(NC(=O)CC4CCCC4)c3)cn2n1
  -5 | -12 | -5
- O=c1oc2ccccc2cc1-c1csc(Nc2cccc(C(F)(F)F)c2)n1
  -5 | -6 | -6
- CCOC(=O)CNC(=O)CSc1nc2c(c(=O)n1-c1cccc(OC)c1)SCC2
  -6 | -7 | -11
- COc1ccc(-c2nnc(SCC(=O)C3CCCCC3)n2C(C)C)cc1
  3 | . | 0
- Cc1cnn(-c2csc(C(N)=O)c2)c1
  18 | . | -2
- Cc1ccccc1C1c2ccsc2CCN1C(=O)CN(C(=O)c1cccc(Cl)c1)C1CCCCC1 (stereo not given)
  14 | -5 | -3
- CCCN(CCC)C(=O)c1cc2c(=O)n3ccccc3nc2n1C
  9 | . | -4
- COc1ccc2nc(-c3ccc(OC)c(NC(=O)C4CC4)c3)cn2n1
  -9 | -1 | -2
- Cn1ccnc1COc1ccc(CN2CCOc3cccc(F)c32)cc1
  -1 | . | -10
- COc1cc(-c2ccnc(N3CCN(C(=O)C(F)(F)C(F)(F)C(F)(F)F)CC3)n2)cc(OC)c1OC
  11 | -7 | -2
- COc1ccc(CC2NC(=O)c3cnc(-c4cnccn4)nc32)cc1 (stereo not given)
  17 | . | -3
- Oc1[nH]c2ccc(Br)cc2c1N=Nc1ccc2ccccc2n1
  8 | . | -3
- Cc1ccc(F)c(CC(=O)N2CCOC(COCc3c(Cl)cccc3Cl)C2)c1F (stereo not given)
  3 | -4 | -6
- CC(C(=O)Nc1ccc(C(C)(C)C)cc1)N1CCN(C(C)(C)C(N)=O)CC1 (stereo not given)
  2 | . | -8
- COc1ccc(/C=C2\SC(=S)N(CC(=O)O)C2=O)cc1Oc1ccc([N+](=O)[O-])cc1[N+](=O)[O-]
  10 | 9 | -3
- Cc1ccsc1[C@@H]1CCN(C(=O)c2cccc(OCC(N)=O)c2)C[C@H]1O
  8 | . | -5
- CCOC(=O)c1ccc(Nc2nc3nonc3nc2NOC(C)=O)cc1
  -6 | . | 2
